uPA surface inh – qHTS for Inhibitors of Cell Surface uPA Generation; cell surface uPA generation assay, qHTS; Potency, µM (highest dose often 38.3 µM), for the others: top-dose activity change, negative = inhibition, hits mostly inhibitors; hit rate 0.31% among 330,000; AID 540303, 2011; active means well fitted inhibition curve with a large enough effect; inconclusive means small, poorly fitted or top-dose-only effect; inactive means no such curve, though single readings can be large or run the other way; tested in mouse RAW 264.7 cells; further: on the % scale 0 is the no-effect control and ±100 the full control effect; nearly all actives have a fitted effect of over 55% in size
Gal4-VP16 FLuc – VP16 counterscreen qHTS for inhibitors of ROR gamma transcriptional activity; Potency, µM (highest dose often 53.6 µM), for inactives: at the top dose activity, negative = inhibition, hits mostly inhibitors; hit rate 3.5% among 310,000; Drosophila S2 Gal4-VP16 UAS-luciferase, luminescence, 20 h;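 further: Gal4-VP16 expression switched on by copper sulfate through the metallothionein promoter; on the % scale 0 is the no-effect control and ±100 the full control effect; nearly all actives have a fitted effect of over 50% in size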
p53 reactivation – qHTS assay for re-activators of p53 using a Luc reporter. hit rate 0.063% among 320,000. H1299 p53-A138V BP100-luciferase reporter, luminescence, 24 h. AID 504706, 2011. Potency, µM (top dose mostly 92.2 µM), inactives show at the top dose activity change, positive = activation, usual class: activators; further: % of control where 0% means no effect; nearly all actives have a fitted effect of over 45% in size
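H1299 (p53-null), stable ts p53-A138V + BP100-Luc; 1000 cells/well, Opti-MEM/10% FBS; cpd 4 pt, 1:5; 24 h, 37 deg C, 5% CO2; detection reagent 10 min RT; luminescence.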
MBNL1-CUG inh – qHTS Assay for Inhibitors of MBNL1-poly(CUG) RNA binding | Muscleblind-like protein 1 (Homo sapiens), Q9NR56 | hit rate 0.036% among 280,000 | AID 2675, 2010 | TR-FRET MBNL1-His/biotin-(CUG)12 binding, 665/545 ratio | Potency, µM (series often up to 57.5 µM), inactives show top-dose activity change, negative = inhibition, actives largely listed as inhibitors; active means well fitted inhibition curve with a large enough effect in the signal ratio, with a control signal flat, not every such curve was filed as active; inconclusive means small, poorly fitted or top-dose-only effect, or effect the other way, or a change in a side signal; inactive means no such curve, though single readings can be large or run the other way; the % refers to the signal ratio; further: on the % scale 0 is the no-effect control and ±100 the full control effect
Target sequence (Q9NR56 whole entry, looked up): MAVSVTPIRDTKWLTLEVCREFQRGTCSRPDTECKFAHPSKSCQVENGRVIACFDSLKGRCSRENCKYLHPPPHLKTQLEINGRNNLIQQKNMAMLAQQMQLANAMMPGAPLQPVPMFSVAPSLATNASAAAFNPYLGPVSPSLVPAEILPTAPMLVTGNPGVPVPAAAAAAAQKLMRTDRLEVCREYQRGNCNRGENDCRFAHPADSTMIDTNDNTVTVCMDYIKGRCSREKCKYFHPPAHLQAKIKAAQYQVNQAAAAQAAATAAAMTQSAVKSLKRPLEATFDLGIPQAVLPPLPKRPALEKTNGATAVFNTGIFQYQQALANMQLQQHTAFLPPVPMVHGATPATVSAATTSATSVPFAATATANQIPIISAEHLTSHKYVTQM
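Ratiometric TR-FRET (665 over 545 nm, excitation 340 nm) tracks disruption of MBNL1-His/biotin-(CUG)12 complex after 60 min at room temperature, with compounds at 92 nM to 58 uM final.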
Rab9 promoter act – qHTS Assay for Rab9 Promoter Activators; Potency, µM (series often up to 9.22 µM), inactives show top-dose activation, negative = inhibition, most hits filed as activators; Huh7 Rab9 promoter-luciferase reporter, luminescence, 24 h; AID 485297, 2010; hit rate 2.8% among 320,000; further: % of control where 0% means no effect; nearly all actives have a fitted effect of over 60% in size
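Promoter activation is measured as luciferase luminescence in Huh7 cells stably transfected with a Rab9 promoter–luciferase construct, following 24 h compound exposure at 37 °C and 10 min reagent incubation at ambient temperature.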
NPC1 prom act – qHTS Assay for NPC1 Promoter Activators | Huh7 NPC1 promoter luciferase reporter, 24 h | Potency, µM (doses to about 9.22 µM), without a hit: top-dose activation, hits mostly activators | hit rate 2.4% among 320,000;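 further: % of control where 0% means no effect; nearly all actives have a fitted effect of over 60% in size; reporter is driven by a mutant NPC1 promoter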
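Stably transfected Huh7 (NPC1 promoter→luciferase), 1500 cells/well in Opti-MEM + 10% FBS, 2 h settle, then compound 24 h at 37 °C. Luminescence after 10 min with Amplite reagent.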
BRCA1 expr act – qHTS Assay to Identify Small Molecule Activators of BRCA1 Expression. MCF7-BRCA1-FFLuc reporter, luminescence, 48 h; response scale: scaled: vehicle 0%, 10 µM genistein 100%. AID 624202, 2012. hit rate 1.1% among 380,000. Potency, µM (titrated, usually from 46.1 µM), for the others: at the top dose activation, hits mostly activators; further: nearly all actives have a fitted effect of over 80% in size; some results filed as inactive show a strong effect at the top dose
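First, MCF7-BRCA1-FFLuc cells (2000/well) attach for 2 h; next, compounds are pin-added and incubated 48 h at 37 °C; finally, luciferase reagent is added and luminescence read after 15 min.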
RORg inh – qHTS for inhibitors of ROR gamma transcriptional activity | Nuclear receptor ROR-gamma (Mus musculus), P51450 | Drosophila S2 Gal4-RORgamma UAS-luciferase reporter, 20 h | Potency, µM (series often up to 53.6 µM), inactives show at the highest dose activity change, negative = inhibition, usual class: inhibitors | hit rate 5.4% among 310,000 | AID 2551, 2010; further: on the % scale 0 is the no-effect control and ±100 the full control effect; nearly all actives have a fitted effect of over 60% in size
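Drosophila S2 cells stably expressing Gal4-DBD/mouse RORγ fusion under metallothionein promoter plus UAS-luciferase; compound 1 h, then 700 uM CuSO4 induction for 20 h at ambient temperature; inhibition read as reduced luminescence.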
FLuc modulator – qHTS profiling assay for firefly luciferase inhibitor/activator using purifed enzyme and Km concentrations of substrates (counterscreen for miR-21 project); Luciferin 4-monooxygenase (Photinus pyralis), P08659; purified FLuc, Km substrates, luminescence inhibition; Potency, µM (doses to about 57.5 µM), inactives show at the highest dose activity change, negative = inhibition, hits mostly inhibitors; hit rate 6.9% among 360,000; AID 588342, 2011;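 further: plate controls were vehicle for no effect and reference inhibitor for full effect; nearly all actives have a fitted effect of over 55% in size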
Target sequence (P08659 whole entry, looked up): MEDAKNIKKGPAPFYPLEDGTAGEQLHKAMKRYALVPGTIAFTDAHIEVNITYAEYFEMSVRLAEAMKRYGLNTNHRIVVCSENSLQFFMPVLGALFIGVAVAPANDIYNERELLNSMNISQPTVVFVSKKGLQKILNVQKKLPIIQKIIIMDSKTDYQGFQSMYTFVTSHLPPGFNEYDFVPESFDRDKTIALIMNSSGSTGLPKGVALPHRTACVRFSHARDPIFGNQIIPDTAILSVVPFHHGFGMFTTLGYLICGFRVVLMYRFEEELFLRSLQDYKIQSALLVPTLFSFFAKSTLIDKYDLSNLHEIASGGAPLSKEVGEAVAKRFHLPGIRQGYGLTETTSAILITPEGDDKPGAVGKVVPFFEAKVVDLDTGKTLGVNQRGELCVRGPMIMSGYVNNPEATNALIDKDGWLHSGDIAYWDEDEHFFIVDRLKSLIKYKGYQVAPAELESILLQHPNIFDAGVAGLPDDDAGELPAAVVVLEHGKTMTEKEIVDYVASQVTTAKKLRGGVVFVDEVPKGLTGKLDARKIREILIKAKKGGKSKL
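Biochemical qHTS of compounds, final roughly 60 µM downward over six points, against 10 nM purified firefly luciferase using Km concentrations of substrates (10 uM D-luciferin, 10 uM ATP) in Tris acetate pH 7.5 buffer; luminescence output.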
ELG1 genotox – qHTS screen for small molecules that induce genotoxicity in human embryonic kidney (HEK293T) cells expressing luciferase-tagged ELG1; hit rate 1.3% among 330,000; HEK293T ELG1-luciferase reporter, luminescence, 16 h; Potency, µM (doses to about 46 µM), for the others: at the top dose activity change, positive = activation, most hits filed as activators; further: % of control where 0% means no effect; nearly all actives have a fitted effect of over 60% in size
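16 hr compound incubation (37 °C, 5% CO2) of HEK293T cells carrying luciferase-tagged ELG1; luciferase then measured by ONE-Glo luminescence after 30 min at RT.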
Active calls of the source: *; ? = inconclusive; . = not tested or not shown; [ ] = remark or other dose. Unless noted, the call rests on the fitted dose curve; in most records, active means well fitted curve in the direction sought with a large enough effect; inconclusive means small, poorly fitted or top-dose-only effect, or another doubt; inactive means no such curve, though single readings can be large; an effect the other way counts as inactive or inconclusive. Potency means the concentration at half of the fitted maximal effect.

SMILES	uPA surface inh	Gal4-VP16 FLuc	p53 reactivation	MBNL1-CUG inh	Rab9 promoter act	NPC1 prom act	BRCA1 expr act	RORg inh	FLuc modulator	ELG1 genotox
O=C(O)C1Nc2c(O)cccc2C2C=CCC12 (stereo not given)	0.4%	-13.3%	17.4%	.	2.6%	-0.3%	-45.2%	-41.5%	-2.6%	-11.0%
CC1(C)CC(=O)C2=C(C1)N(c1ccc(F)cc1)C(=O)NC2(C(F)(F)F)C(F)(F)F	.	-6.8%	2.1%	-8.5%	-2.1%	2.7%	8.6%	11.2µM*	-2.5%	-0.8%
Cc1ccc(O)c(C(CC(=O)NC2CCCCC2)c2ccccc2)c1 (stereo not given)	0.4%	-6.2%	-3.2%	-3.3%	5.0%	-0.5%	-29.7%	25.1%	-1.6%	-8.5%
CC1CC1C(=O)Nc1nc(-c2ccccn2)cs1 (stereo not given)	-9.4%	?	16.2%	5.3%	?	0.6%	2.8%	11.2µM*	?	6.0%
COc1cc(C)c(Cl)c(C)c1S(=O)(=O)NCc1ccc2c(c1)OCO2	-6.8%	2.7%	-7.8%	0.2%	-2.1%	-0.7%	-16.0%	13.1%	-0.2%	-4.9%
CCCNS(=O)(=O)c1ccc(CCC(=O)NCc2ccco2)cc1	-2.4%	-4.8%	0.6%	-5.4%	-0.4%	-0.5%	-27.6%	3.6%	0.2%	0.0%
CCCOc1ccc(NC(=O)CC2C(=O)N(C)C(=S)N2Cc2cccs2)cc1 (stereo not given)	5.3%	-4.8%	-12.6%	-14.3%	-0.2%	-5.6%	-43.5%	?	-12.5%	-9.4%
O=c1[nH]c(=O)n(CCO)c2nnn(Cc3ccccc3)c12	0.0%	2.1%	1.3%	-8.0%	0.5%	1.8%	3.0%	-23.7%	11.0%	-3.1%
Cn1ncc2c(O/N=C(\N)c3ccc(C(C)(C)C)cc3)ncnc21	1.3%	?	-15.3%	-6.9%	-41.4%[inhibitor]	-43.2%[inhibitor]	-2.0%	-41.2%	15.1µM*	-22.3%
CSc1ccc(S(=O)(=O)NCC(=O)OCCOc2ccccc2)cc1[N+](=O)[O-]	2.3%	.	-0.9%	.	2.1%	-2.0%	-24.5%	.	1.0%	0.0%
C=CC[C@@H](CC(=O)NCCO)C(=O)N[C@H](C)COC(=O)[C@@H](CC=C)Cc1ccc(F)cc1	2.5%	.	-5.0%	.	.	.	-1.4%	.	.	-0.8%
O=C(Nc1ccc(S(=O)(=O)N2CCCCCC2)cc1)c1ccco1	-1.0%	.	16.6%	-5.8%	?	21.4%	81.6%	5.4%[0.365 µM]	?	?
Cc1ccc(/C=C2\Oc3c(ccc(O)c3CN3CCN(C)CC3)C2=O)cc1	-10.5%	-9.2%	-5.2%	?	-4.5%	-1.4%	1.2%	-2.7%	?	7.5%
O=C(O)C1CCCN1C(=O)C1CCN(S(=O)(=O)c2cccc(C(F)(F)F)c2)CC1 (stereo not given)	-2.6%	.	-2.5%	.	-1.5%	-2.0%	-1.0%	.	1.0%	-0.8%
O=C1CCC(=O)N1CCC(c1ccc(F)cc1)c1ccco1 (stereo not given)	-6.1%	2.2%	-1.9%	-1.9%	1.1%	-1.0%	-23.4%	4.6%	3.1%	6.6%
O=C1CCCC2=C1C1O[C@](CCCCN3C(=O)c4ccccc4C3=O)(Cc3ccccc31)O2	.	-4.2%[10 µM]	.	-1.3%[11.5 µM]	0.1%[1.84 µM]	-5.4%[1.84 µM]	.	1.6%[10 µM]	-0.4%[11.5 µM]	.
Cc1nc2c(-c3ccc(F)cc3)cnn2c(N)c1-c1ccc(F)cc1	-13.5%	-13.6%	?	3.1%	0.562µM*	0.447µM*	?	-26.5%	0.849µM*	1.16µM*
CC(C)(C)c1csc(NC(=O)Cn2cnc3ccccc3c2=O)n1	-0.5%	3.6%	-21.9%	0.6%	-0.1%	-2.3%	-7.3%	35.9%	4.5%	6.9%
COc1cccc(C2C(C(=O)NCc3ccccc3)=C(C)Nc3ncnn32)c1 (stereo not given)	2.3%	-6.5%	-3.6%	-4.7%	-2.5%	-1.6%	-15.2%	-6.9%	5.2%	4.7%
CCOC(=O)c1ccc2[nH]cc(C(C)=O)c(=O)c2c1	.	4.8%	-5.8%	3.9%	-1.9%	-0.2%	2.5%	30.9%	?	5.3%
CCCn1nc(NS(=O)(=O)c2ccc(F)cc2)c2cc3ccccc3nc21	1.0%	17.1%	4.7%	19.1%	6.0%	-0.6%	6.5%	5.2%	1.9%	-0.5%
COc1ccc(/C(O)=C2/C(=O)C(=O)N(CCCN3CCOCC3)C2c2ccc(C)cc2)cc1 (stereo not given)	-5.5%	11.2%	9.7%	2.2%	0.8%	-0.5%	1.9%	-5.2%	0.9%	-2.8%
O=S1(=O)N=C(Nc2ccc(O)c(CN3CCCCC3)c2)c2ccccc21	11.3%	1.6%	7.3%	3.4%	0.6%	2.8%	5.1%	?	4.4%	-3.4%
COc1ccc(CNC(=O)c2cc(-c3ccccc3OC)on2)cc1	.	6.0%	-9.2%	2.1%	-1.7%	-0.7%	5.2%	26.8%	16.9µM*	0.4%
Cc1ccc(S(=O)(=O)NC2=NCN(C)CN2)cc1[N+](=O)[O-]	3.6%	-5.1%	3.3%	5.1%	0.7%	-3.0%	12.2%	-3.9%	-0.5%	14.1%
O=C(NCc1ccccc1)c1ccc(Cl)c(NC2=NC3CS(=O)(=O)CC3S2)c1 (stereo not given)	?	4.9%	.	-22.4%	2.9%	-2.6%	6.7%	-0.8%	-0.3%	1.6%
Cc1cccc2sc(N(CCN(C)C)C(=O)c3cc(Cl)sc3Cl)nc12	2.3%	0.5%	-4.8%	-11.4%	1.0%	1.2%	-38.5%	44.1%	-1.0%	-0.6%
CN(CCOc1ccccc1)C(=O)c1ccc(Cl)c(S(=O)(=O)N2CCCCC2)c1	-8.5%	.	-3.3%	.	-3.5%	-3.1%	-19.0%	.	6.9%	0.0%
N#CCCOC1(C#CCN2CCCC2)CCCCC1	?	-0.6%	1.8%	-8.6%	-5.1%	0.1%	3.1%	-34.1%	0.5%	-4.3%
Cc1cc(C)c2[nH]c(=O)c(C(c3nnnn3Cc3ccc4c(c3)OCO4)N3CCC(C)CC3)cc2c1 (stereo not given)	9.1%	-2.1%	-6.7%	-9.1%	0.2%	-4.9%	-64.3%	20.0%	-1.1%	-11.6%

The last 2 compounds of the part above come first, to join the parts:
SMILES	uPA surface inh	Gal4-VP16 FLuc	p53 reactivation	MBNL1-CUG inh	Rab9 promoter act	NPC1 prom act	BRCA1 expr act	RORg inh	FLuc modulator	ELG1 genotox
N#CCCOC1(C#CCN2CCCC2)CCCCC1	?	-0.6%	1.8%	-8.6%	-5.1%	0.1%	3.1%	-34.1%	0.5%	-4.3%
Cc1cc(C)c2[nH]c(=O)c(C(c3nnnn3Cc3ccc4c(c3)OCO4)N3CCC(C)CC3)cc2c1 (stereo not given)	9.1%	-2.1%	-6.7%	-9.1%	0.2%	-4.9%	-64.3%	20.0%	-1.1%	-11.6%
COc1ccc(S(=O)(=O)c2cnc3ccccc3n2)cc1	-12.8%	?	-11.9%	.	-0.8%	-3.9%	-46.5%	11.2µM*	-5.6%	2.5%
O=C(O)[C@H]1CC=C[C@H]2CCN(Cc3ccc(Cl)c(Cl)c3)C(=O)[C@@H]12	6.2%	-9.0%	1.6%	.	.	.	15.7%	17.2%	.	1.0%
CC(C)Cn1c(CCNC(=O)c2ccco2)nc2ccccc21	-2.8%	5.5%	21.0%	0.0%	-2.8%	1.3%	-0.4%	18.1%	?	7.1%
COc1ccc(-c2noc(C3CCCN(C(=O)c4ccc(F)cc4)C3)n2)cc1 (stereo not given)	-0.7%	-1.9%	.	-3.6%	7.6%	-1.0%	-3.5%	?	?	6.6%
CSc1ccccc1OCc1cc(C(=O)N(C)C2CCCc3ccccc32)no1 (stereo not given)	6.1%	12.7%	22.0%	0.8%	3.9%	-1.1%	3.6%	43.1%	-12.5%	-2.9%
Cc1cc(C(=O)N(C)C)sc1-c1ccccc1	1.2%	?	?	14.8%	28.0%	?	?	?	21.3µM*	?
COC(=O)CCCC(=O)Nc1ccc(Cl)c(Cl)c1	-2.6%	-6.6%	0.3%	-5.1%	0.1%	0.9%	10.2%	19.5%	-15.3%	-1.3%
COc1cccc(-n2cnnn2)c1	-2.2%	1.9%	.	6.0%	.	.	0.5%	-3.8%	4.9%	.
O=C(CSc1c2c(nc3ccccc13)CCCC2)NCc1ccco1	9.3%	-1.6%	-13.7%	?	-9.3%	2.8%	4.7%	1.7%	-0.8%	12.3%
Nc1[nH]c(N=NC(=O)c2ccc(Cl)cc2)c2ccccc12	-2.8%	?	13.1%	-1.2%	20.0%	17.7%	53.6%	5.62µM*	?	2.0%
CCNS(=O)(=O)c1ccc(CCC(=O)O)cc1	1.1%	4.3%	2.3%	-3.4%	-3.6%	-0.9%	-0.5%	19.7%	4.1%	0.1%
CC(=O)N1N=C(c2ccc(C)o2)CC1c1cccc(F)c1 (stereo not given)	-5.4%	-21.3%	0.1%	22.4%	-3.1%	0.5%	-17.5%	-6.5%	-5.3%	1.0%
